CASP6 VEID inh = human caspase-6 inhibitors, primary screen, biochemical, VEID-R110 fluorescence, single point, set 2; purified caspase-6, Z-VEID-R110 cleavage fluorescence; AID 686996, 2013; inhibition, % at 12.5 µM; 350,000 tested, 0.53% active; P55212;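 active means mean inhibition across replicates at least about 35%, with every replicate also reaching that limit, limit read from the data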;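 further: 0% = median of neutral control wells and 100% = no fluorescence left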
Target sequence (P55212 24-179 limits assumed): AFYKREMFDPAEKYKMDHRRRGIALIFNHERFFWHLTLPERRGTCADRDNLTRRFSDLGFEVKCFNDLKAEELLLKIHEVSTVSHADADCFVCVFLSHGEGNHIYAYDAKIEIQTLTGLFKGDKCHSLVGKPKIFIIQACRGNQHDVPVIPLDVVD
Target sequence (P55212 194-293 limits assumed): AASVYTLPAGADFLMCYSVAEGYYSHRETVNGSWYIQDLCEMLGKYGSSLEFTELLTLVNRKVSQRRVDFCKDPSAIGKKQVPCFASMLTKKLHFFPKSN
esBAF inh = Bmi1 luciferase reporter increase in mESCs, primary screen, esBAF inhibitor project, mouse ES cells, Bmi1 luciferase knock-in, single point; 24 h; 100% = twice the neutral-well signal; reporter increase, % at 12.5 µM; 350,000 tested, 2% active; AID 602393, 2012; in the data active means activation above about 40%;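 further: 0% = median of the plate's neutral control wells and 100% = double that signal; a rise in the Bmi1 reporter signal indicates esBAF inhibition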
ARNT-TACC3 inh = disruptors of ARNT/TACC3 protein interaction, primary screen, biochemical, AlphaScreen, single concentration; Transforming acidic coiled-coil-containing protein 3 (Homo sapiens), Q9Y6A5; AlphaScreen His-ARNT PAS-B/GST-TACC3 binding, luminescence; TACC3 fragment carries E629A point mutation; inhibition, % at 9.99 µM; 390,000 tested, 0.66% active;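 active means mean inhibition of replicates at least 50% and at least half of replicates each reaching 50%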;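 further: 0% = complete ARNT plus TACC3 wells and 100% = ARNT alone without TACC3; many hits fall short of the cut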
E-selectin induc = E-selectin induction in HUVECs, primary screen, imaging, HUVEC, immunofluorescence imaging, single point; P16581; activation, % at 7.58 µM; normalized: neutral wells 0, TNF-alpha wells 100; 260,000 tested, 0.37% active;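 active means mean E-selectin-positive cell signal at least 10% of the positive control, reached in at least 60% of replicates, without over 20% cell loss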;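 further: in these data hits start at about 27%; measured in HUVEC primary endothelial cells; signal is the percent of cells scored E-selectin positive by PE staining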
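Test system: HUVEC; input: 3,000 HUVEC/well; measured by: immunofluorescence imaging; read-out: % PE-positive cells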
RAD52 anneal inh = RAD52 DNA annealing inhibitors, primary screen, biochemical, FRET, single point, set 2. 360,000 tested, 0.46% active. AID 651710, 2012. DNA repair protein RAD52 homolog (Homo sapiens), P43351. inhibition, % at 18.7 µM. recombinant RAD52 DNA annealing, FRET fluorescence;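 active means every replicate showing at least 50% inhibition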
RAD54 inh = inhibitors of human RAD54 branch migration, primary screen, biochemical, fluorescence, single point. inhibition, % at 10.4 µM. DNA repair and recombination protein RAD54-like (Homo sapiens), Q92698. 360,000 tested, 0.14% active. RAD54 Holliday junction branch migration, FAM/BHQ fluorescence;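 active means mean normalized replicate activity at least 40 and at least half of replicates scoring 40 or more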;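 further: 0% = median of neutral control wells and 100% = median of positive control wells; inhibitors cause a drop in the FAM fluorescence signal; in these data hits start at about 50%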
Target sequence (Q92698 whole entry, looked up): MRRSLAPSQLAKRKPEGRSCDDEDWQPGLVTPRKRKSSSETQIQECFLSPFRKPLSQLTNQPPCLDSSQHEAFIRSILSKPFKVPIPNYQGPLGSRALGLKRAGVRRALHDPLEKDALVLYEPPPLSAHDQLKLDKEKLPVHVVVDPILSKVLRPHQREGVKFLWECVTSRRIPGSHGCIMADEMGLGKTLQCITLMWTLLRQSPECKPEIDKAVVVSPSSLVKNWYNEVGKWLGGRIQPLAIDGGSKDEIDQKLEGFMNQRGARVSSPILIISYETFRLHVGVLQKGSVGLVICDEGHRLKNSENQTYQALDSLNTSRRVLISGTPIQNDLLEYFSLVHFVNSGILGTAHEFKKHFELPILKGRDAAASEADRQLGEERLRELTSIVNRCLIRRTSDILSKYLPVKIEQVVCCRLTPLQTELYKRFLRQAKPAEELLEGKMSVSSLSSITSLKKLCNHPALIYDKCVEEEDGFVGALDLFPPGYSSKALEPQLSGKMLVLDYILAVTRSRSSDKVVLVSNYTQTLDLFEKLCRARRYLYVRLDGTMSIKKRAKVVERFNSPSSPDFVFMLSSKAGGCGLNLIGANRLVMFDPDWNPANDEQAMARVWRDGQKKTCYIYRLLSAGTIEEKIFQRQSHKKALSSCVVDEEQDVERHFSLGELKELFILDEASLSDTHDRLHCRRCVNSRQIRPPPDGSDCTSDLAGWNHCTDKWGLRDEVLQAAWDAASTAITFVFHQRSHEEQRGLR
PglD inh = C. jejuni PglD acetyltransferase inhibitors, primary screen, biochemical, DTNB colorimetric, single point; 360,000 tested, 0.098% active; UDP-N-acetylbacillosamine N-acetyltransferase PglD (Campylobacter jejuni); inhibition, % at 12.5 µM; purified PglD enzyme, DTNB colorimetric CoA detection; in the data active means inhibition above about 16%, passing the limit was not always enough; further: strong numbers were not always called active
ERp5 inh = inhibitors of ERp5-driven insulin aggregation, primary screen, biochemical, turbidity, absorbance 650 nm, single point; 350,000 tested, 0.05% active; 90 min; Protein disulfide-isomerase A6 (Homo sapiens), Q15084; inhibition, % at 9.99 µM;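 active means mean replicate inhibition above about 25%, with every replicate also reaching it, limit read from the data, passing the limit was not always enough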
* = called active by the depositor; & = joins results of further samples.

`O=C(COc1cc2oc(=O)c3c(c2cc1Cl)CCC3)NCCCn1ccnc1` gave CASP6 VEID inh -4, esBAF inh 0, ARNT-TACC3 inh 32, RAD52 anneal inh 4, RAD54 inh 16, PglD inh 0 and ERp5 inh -1.
CCCN1CCC(=O)N([C@H](COc2ccccc2)c2ccccc2)CC1 was read as esBAF inh 6, ARNT-TACC3 inh 9, E-selectin induc -0.1, RAD52 anneal inh -14, RAD54 inh -6, PglD inh 8 and ERp5 inh 4.
`O=C(O)C1=C[C@@H](c2csc3ccccc23)C[C@@H](OCc2ccc(CO)cc2)O1` gave CASP6 VEID inh -3&3, esBAF inh 1, ARNT-TACC3 inh 6&-18, E-selectin induc 0.0, RAD52 anneal inh -13&-7, RAD54 inh -1&-11, PglD inh -3&-96 and ERp5 inh 0&1.
Cc1noc(C)c1S(=O)(=O)Nc1ccc2c(c1)C(=O)N([C@H](C)CO)C[C@@H](C)[C@@H](CN(C)S(=O)(=O)c1ccc(Cl)cc1)OCCCC[C@@H](C)O2 was read as CASP6 VEID inh -4, esBAF inh -4, ARNT-TACC3 inh 12, RAD52 anneal inh -50, RAD54 inh -7, PglD inh -1 and ERp5 inh 1.
C[C@H](CO)N1C[C@H](C)[C@@H](CN(C)Cc2ccc(Oc3ccccc3)cc2)Oc2ccc(NS(=O)(=O)c3ccccc3)cc2C1=O was read as CASP6 VEID inh 0, esBAF inh 2, ARNT-TACC3 inh 3, E-selectin induc -0.2, RAD52 anneal inh 6, RAD54 inh -3, PglD inh -2 and ERp5 inh -7.
Screening CC(C)NC(=O)Nc1ccc2c(c1)C(=O)N([C@@H](C)CO)C[C@@H](C)[C@H](CN(C)C(=O)C1CCCCC1)OCCCC[C@H](C)O2 returned CASP6 VEID inh -1, esBAF inh 3, ARNT-TACC3 inh 46*, E-selectin induc 0.0, RAD52 anneal inh 10, RAD54 inh 1, PglD inh -2 and ERp5 inh -2.
`O=C(C1CCOCC1)N1CC2(C1)[C@H](c1ccccc1)[C@H](CO)N2Cc1ccc(Cl)cc1` gave CASP6 VEID inh 0, E-selectin induc -0.4, RAD52 anneal inh -11 and ERp5 inh 5.
`COc1ccc(C(=O)/C(C)=N/O)cc1OC` gave CASP6 VEID inh 4, esBAF inh -3, ARNT-TACC3 inh -1, RAD52 anneal inh -4, RAD54 inh 7, PglD inh -1 and ERp5 inh -1.
C=CCNC(=S)N(CC=C)C1CCS(=O)(=O)C1 (centres undefined) was read as esBAF inh 1, E-selectin induc -0.1, RAD54 inh 4 and PglD inh 11.
Screening O=C(CCN1CCCCC1)NCC[C@@H]1CC[C@@H](NC(=O)Cc2cccnc2)[C@@H](CO)O1 returned CASP6 VEID inh -1, esBAF inh 4, ARNT-TACC3 inh 0, E-selectin induc 0.1, RAD52 anneal inh -6, RAD54 inh -1, PglD inh 2 and ERp5 inh 8.
CCOC(=O)/C=C/C(=O)Nc1ccccc1-c1ccccc1NC(=O)/C=C/C(=O)OCC was read as CASP6 VEID inh 5, ARNT-TACC3 inh -1, RAD52 anneal inh -17 and ERp5 inh 4.
Nc1c(C(=O)CSc2nnc(-c3ccccc3F)o2)c(=O)[nH]c(=O)n1C1CC1 was read as CASP6 VEID inh -3, esBAF inh -7, ARNT-TACC3 inh 2, E-selectin induc 1.1, RAD52 anneal inh -5, RAD54 inh 6, PglD inh -5 and ERp5 inh 2.
`CCNC(=S)N1CCN(c2cccc(C(F)(F)F)c2)CC1` gave ARNT-TACC3 inh -3, E-selectin induc -0.3, RAD54 inh -10 and PglD inh 2.
For COc1ccc(S(=O)(=O)N(CC(=O)NC2CC2)C2CCCCC2)cc1Cl the results were esBAF inh -1, ARNT-TACC3 inh -10, RAD54 inh 11 and PglD inh -4.
O=C(C[C@@H]1CC[C@@H](NC(=O)Nc2ccc(C(F)(F)F)cc2)[C@@H](CO)O1)NCc1cc(F)cc(F)c1 was read as CASP6 VEID inh 0, esBAF inh 4, ARNT-TACC3 inh 0, E-selectin induc 2.9, RAD52 anneal inh 1, RAD54 inh 2, PglD inh 3 and ERp5 inh -2.
O=C(COc1ccc(Cl)cc1)NCC(=O)N/N=C/c1cccs1 was read as CASP6 VEID inh -4, ARNT-TACC3 inh -4, RAD52 anneal inh 6 and ERp5 inh -9.
Screening COc1ccc(-c2cn(CCC(=O)O)c(C)n2)cc1 returned ARNT-TACC3 inh -11, E-selectin induc 0.6, RAD52 anneal inh -2, RAD54 inh -17, PglD inh 0 and ERp5 inh -5.
`CCN(CC)C(=O)[C@H]1C[C@H](CC(=O)NCCc2ccccn2)C(=O)N2CCc3c([nH]c4cc(CCC(=O)N(C)C)ccc34)[C@]12C` gave CASP6 VEID inh -16, esBAF inh 2, ARNT-TACC3 inh 4, RAD52 anneal inh -4, RAD54 inh -1, PglD inh -5 and ERp5 inh 1.
COCC(=O)Nc1ccc2c(c1)C(=O)N(C)C[C@H](OC)[C@H](C)CN(Cc1cccnc1)[C@@H](C)CO2 was read as CASP6 VEID inh -2, esBAF inh 7, ARNT-TACC3 inh 4, E-selectin induc -0.2, RAD52 anneal inh -6, RAD54 inh -9, PglD inh 2 and ERp5 inh 2.
Screening COc1ccc(-c2noc3c2-c2nc(-c4ccc(C)cc4)sc2CC3)cc1 returned esBAF inh 10, ARNT-TACC3 inh 1, E-selectin induc 1.3, RAD54 inh 0 and PglD inh -7.
Screening CC(=O)c1ccc(N2C(=O)[C@@H]3C(CCC(N)=O)NC4(C(=O)Nc5c4ccc(Cl)c5C)[C@@H]3C2=O)cc1 (some centres undefined) returned esBAF inh -5, ARNT-TACC3 inh 3, RAD54 inh -12 and PglD inh -7.
Screening Cc1cccc(C(=O)NNS(=O)(=O)c2ccccc2[N+](=O)[O-])c1 returned esBAF inh -13, ARNT-TACC3 inh -11, RAD54 inh -4 and PglD inh 2.
Screening O=C(O)c1cc(S(=O)(=O)Nc2cc(Cl)ccc2Oc2ccccc2)ccc1O returned CASP6 VEID inh 18, esBAF inh -9, RAD52 anneal inh -8, RAD54 inh 8, PglD inh -1 and ERp5 inh -4.
For CNC(=S)N1CCN(c2ccccc2OC)CC1 the results were esBAF inh 2, ARNT-TACC3 inh 32, RAD54 inh 2 and PglD inh -7.
Screening CO[C@@H]1CN(C)C(=O)c2ccc(NC(=O)Nc3ccccc3)cc2OC[C@@H](C)N(C(=O)Nc2c(C)noc2C)C[C@@H]1C returned CASP6 VEID inh 1, esBAF inh 3, ARNT-TACC3 inh -6, E-selectin induc 0.0, RAD52 anneal inh -19, RAD54 inh 1, PglD inh 1 and ERp5 inh 4.
`Cc1cc(NC(=O)CSc2nc(-c3cccs3)nc3ccccc23)no1` gave CASP6 VEID inh -2, esBAF inh -16, ARNT-TACC3 inh 8, RAD52 anneal inh -31, RAD54 inh 10, PglD inh 0 and ERp5 inh -2.
For CCCCC(=O)OCC(=O)N1N=C(c2c[nH]c3ccccc23)C(O)C1c1ccc(OC)cc1 (centres undefined) the results were CASP6 VEID inh 6, esBAF inh -2, ARNT-TACC3 inh -1, E-selectin induc 0.1, RAD52 anneal inh -11 and ERp5 inh 3.
Screening CC(=C/c1ccco1)/C=N/NC(=O)c1nnn(-c2nonc2N)c1CN(C)C returned CASP6 VEID inh 5, esBAF inh -10, ARNT-TACC3 inh -6, RAD52 anneal inh -21, RAD54 inh 8, PglD inh 0 and ERp5 inh 6.
Screening COc1ccc(S(=O)(=O)Nc2ccc3c(c2)N(C(C)=O)CCC3)cc1 returned CASP6 VEID inh 1, esBAF inh -12, ARNT-TACC3 inh 1, E-selectin induc 0.0, RAD52 anneal inh -2, RAD54 inh -2, PglD inh 4 and ERp5 inh -1.
Screening C[C@@H]1CN([C@H](C)CO)C(=O)Cc2cc(NC(=O)Cc3ccccc3)ccc2O[C@H]1CN(C)CC1CC1 returned CASP6 VEID inh 1, esBAF inh 0, E-selectin induc -4.9, RAD52 anneal inh 5, RAD54 inh 3, PglD inh 4 and ERp5 inh 1.

Compounds listed so far with a CF3 group, in the order listed:
`CCNC(=S)N1CCN(c2cccc(C(F)(F)F)c2)CC1` gave ARNT-TACC3 inh -3, E-selectin induc -0.3, RAD54 inh -10 and PglD inh 2.
O=C(C[C@@H]1CC[C@@H](NC(=O)Nc2ccc(C(F)(F)F)cc2)[C@@H](CO)O1)NCc1cc(F)cc(F)c1 was read as CASP6 VEID inh 0, esBAF inh 4, ARNT-TACC3 inh 0, E-selectin induc 2.9, RAD52 anneal inh 1, RAD54 inh 2, PglD inh 3 and ERp5 inh -2.

Further entries follow.
Cc1ccc(C(=O)c2c3ccccc3[n+]([O-])n2CCO)cc1 was read as esBAF inh 7, ARNT-TACC3 inh 8, E-selectin induc 0.2, RAD52 anneal inh -5, RAD54 inh 0, PglD inh -8 and ERp5 inh 10.
`Cc1cc(OCc2nnc(SCC(=O)O)n2-c2ccccc2)ccc1Cl` gave CASP6 VEID inh -3, esBAF inh -10, ARNT-TACC3 inh -1, E-selectin induc -0.1, RAD52 anneal inh -8, RAD54 inh 2, PglD inh 4 and ERp5 inh 2.
`Cc1csc2c(N3CCN(C(=S)Nc4ccc(C(F)(F)F)cc4)CC3)ncnc12` gave CASP6 VEID inh 0, esBAF inh -2, ARNT-TACC3 inh 25, RAD52 anneal inh -14, RAD54 inh -2, PglD inh 1 and ERp5 inh 2.
For CN(C)c1ccc(/C=N/Nc2nc3ccccc3o2)cc1 the results were CASP6 VEID inh -2, esBAF inh -66, ARNT-TACC3 inh 1, E-selectin induc 0.5, RAD52 anneal inh -9, RAD54 inh -4, PglD inh -2 and ERp5 inh 3.
`C[C@@H]1CN([C@H](C)CO)C(=O)c2cccc(NC(=O)c3nc4ccccc4s3)c2O[C@@H]1CN(C)Cc1ccc(C(F)(F)F)cc1` gave CASP6 VEID inh 4, esBAF inh 5, ARNT-TACC3 inh 6, E-selectin induc -1.1, RAD52 anneal inh 15, RAD54 inh -3, PglD inh -2 and ERp5 inh 0.
`O=C(Nc1ccccc1-c1nnc(SCc2ccccc2)o1)c1ccccc1` gave esBAF inh 3, ARNT-TACC3 inh -1, RAD54 inh 3 and PglD inh 0.
For CC(=O)C1=C(C)N(Cc2ccc(Cl)cc2)C(=S)NC1c1ccccc1 (centres undefined) the results were CASP6 VEID inh -1, E-selectin induc 0.5, RAD52 anneal inh -10 and ERp5 inh 0.
Screening COc1ccc(N(CC(=O)Nc2ccc(C)cc2)S(=O)(=O)c2c(C)noc2C)cc1 returned CASP6 VEID inh 4, esBAF inh -1, ARNT-TACC3 inh -2, RAD52 anneal inh -8, RAD54 inh -2, PglD inh -3 and ERp5 inh -4.
CCCC#Cc1ccc([C@@H]2[C@H](CO)N3CCCCN(S(=O)(=O)c4ccccc4C)C[C@@H]23)cc1 was read as CASP6 VEID inh 0, ARNT-TACC3 inh 14, E-selectin induc -0.5, RAD52 anneal inh 35, RAD54 inh 0, PglD inh 1 and ERp5 inh 0.
For COC(=O)C1=C(O)/C(=C\c2cc(C)n(-c3ccc(F)cc3)c2C)N=C1C the results were CASP6 VEID inh 4, ARNT-TACC3 inh 12, E-selectin induc -0.6, RAD52 anneal inh -46 and ERp5 inh -3.
For CC1(C)c2ccccc2-c2nc3ccccc3cc2C1O (centres undefined) the results were CASP6 VEID inh 1, esBAF inh 12, ARNT-TACC3 inh 17, RAD52 anneal inh 3, RAD54 inh 0, PglD inh 0 and ERp5 inh -1.
Screening COc1ccc(C(=O)N2CCN(S(=O)(=O)c3ccc(C)cc3)CC2)cc1S(=O)(=O)N1CCOCC1 returned CASP6 VEID inh 1, esBAF inh -9, ARNT-TACC3 inh -3, E-selectin induc 1.2, RAD52 anneal inh -13, RAD54 inh 7, PglD inh 0 and ERp5 inh -5.
